KDM4E inh – JMJD2E (human) inhibition | B2RXH2 | JMJD2E catalytic domain, FDH-coupled NADH fluorescence (FDH is formaldehyde dehydrogenase) | Potency, µM (doses to about 57.1 µM), for inactives: at the top dose activity change, negative = inhibition, actives largely listed as inhibitors | 230,000 compounds, 1.6% hits | AID 2147; active = well fitted inhibition curve with a large enough effect, not every such curve was filed as active; inconclusive = small, poorly fitted or top-dose-only effect, or another doubt; inactive = no such curve, though single readings can be large or run the other way;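 also: 0% = wells with enzyme and -100% = buffer wells without enzyme; nearly all actives have a fitted effect of over 50% in size; many of its hits are not listed in these tables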
Target sequence (B2RXH2 1-337 limits assumed): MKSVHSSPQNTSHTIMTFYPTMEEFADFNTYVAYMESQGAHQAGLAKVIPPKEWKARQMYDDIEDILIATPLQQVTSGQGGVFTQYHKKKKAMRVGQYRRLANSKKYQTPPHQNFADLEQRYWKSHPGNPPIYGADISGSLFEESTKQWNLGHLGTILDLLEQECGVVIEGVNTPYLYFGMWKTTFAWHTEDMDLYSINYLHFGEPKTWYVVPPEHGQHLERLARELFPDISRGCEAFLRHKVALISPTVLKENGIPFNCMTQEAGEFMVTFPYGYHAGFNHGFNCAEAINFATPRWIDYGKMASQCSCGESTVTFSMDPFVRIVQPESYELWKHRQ
GoLoco inh red – blocks human Gai1 binding to RGS12 GoLoco peptide, red readout | Gai1:RGS12 GoLoco peptide FP, rhodamine, 10 min | AID 880 | 230,000 compounds, 0.44% hits | Potency, µM (top dose mostly 61.6 µM), for the others: at the highest dose activity, negative = inhibition, most hits filed as inhibitors; active = well fitted inhibition curve with a large enough effect, not every such curve was filed as active; inactive = no such curve, though single readings can be large or run the other way; also: % is scaled to controls: 0 for no effect and ±100 for the full control effect; nearly all actives have a fitted effect of over 30% in size; many of its hits are not listed in these tables
LMNA splice mod – LMNA splicing modulation; 200,000 compounds, 0.01% hits; Potency, µM (titrated, usually from 46.1 µM), without a hit: at the top dose ratio change, negative = inhibition, most hits filed as inhibitors; AID 1487; HeLa LMNA splicing GFP/RFP minigene ratio, 48 h; active = well fitted inhibition curve with a large enough effect in the signal ratio, with a control signal flat, not every such curve was filed as active; inconclusive = small, poorly fitted or top-dose-only effect, or effect the other way, or a change in a side signal; the % refers to the signal ratio; also: % is scaled to controls: 0 for no effect and ±100 for the full control effect
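Read-out is the ratio of GFP to DsRed2 object intensity, acquired by 488 nm laser-scanning cytometry on HeLa lamin A-EGFP minigene reporter cells. Compound incubation 48 hrs at 37 °C in Opti-MEM with 2% FBS; DMSO 0.5% final.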
ALDH1A1 inh – ALDH1A1 (human) enzyme inhibition | Potency, µM (series often up to 75.3 µM), inactives show at the top dose activity, negative = inhibition, actives largely listed as inhibitors | 220,000 compounds, 7.3% hits | Purified ALDH1A1, NADH fluorescence, propionaldehyde substrate | AID 1030 | P00352; active = well fitted inhibition curve with a large enough effect, not every such curve was filed as active; inconclusive = small, poorly fitted or top-dose-only effect, or another doubt; inactive = no such curve, though single readings can be large or run the other way;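 also: plate controls were no enzyme wells and a reference inhibitor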
TRb SRC2 PPI – disrupts binding of human TR beta to SRC2; Potency, µM (doses to about 106 µM), for inactives: at the highest dose activity change, negative = inhibition, most hits filed as inhibitors; 280,000 compounds, 0.065% hits; TRbeta-SRC2 peptide binding, fluorescence polarization; receptor liganded with 1 µM T3;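 also: plate controls were bound peptide for no effect and peptide without receptor for full effect; nearly all actives have a fitted effect of over 50% in size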
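Human TRb LBD (0.6 uM) plus Texas Red-labeled SRC2 peptide (20 nM), 1uM T3, 5% DMSO, 5 hr at ambient temperature. Decreased polarization (555/632 nm) flags inhibition; data normalized to free and bound peptide controls.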
TR SRC2 fluor cs – counter-screen for TRb-SRC2 inhibitors: fluorescence interference; 280,000 compounds, 0.29% hits; Potency, µM (doses to about 106 µM), without a hit: at the highest dose fluorescence change, negative = quenching; TRb/SRC2 Texas Red total fluorescence interference; active = well fitted curve in either direction with a large enough effect; inconclusive = small, poorly fitted or top-dose-only effect; also: % is scaled to controls: 0 for no effect and ±100 for the full control effect
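Human TRβ ligand-binding domain (0.6 uM) and Texas Red SRC2 peptide (20 nM) in Tris buffer with 1 uM T3 and 5% DMSO were incubated with pinned compound for 5 hr at ambient temperature. Total fluorescence was computed as S + 2P (555/632 nm).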
SMN2 splice enh – enhancers of SMN2 splice variant expression | HEK293 SMN2-luciferase splicing reporter, luminescence, 30-36 h | Potency, µM (titrated, usually from 46.1 µM), for the others: at the highest dose activity change, positive = activation, most hits filed as activators | 210,000 compounds, 2.8% hits; also: % of control where 0% means no effect; nearly all actives have a fitted effect of over 55% in size
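HEK293 cells carry an SMN2 […]–luciferase reporter in which exon 7 inclusion puts luciferase in frame. Cells were plated 10-12 h before compound addition, then incubated 30-36 h at 37C. ONE-Glo luminescence was read; sodium butyrate at 4.5 mM final served as control.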
RECQ1 helicase – RECQ1 (human) helicase inhibition; RECQ1 DNA unwinding, red fluorescence kinetic read; P46063; Potency, µM (doses to about 57.3 µM), inactives show top-dose activity, negative = inhibition, actives largely listed as inhibitors; AID 2549; 240,000 compounds, 0.54% hits;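 also: plate controls were vehicle for no effect and no enzyme for full effect; nearly all actives have a fitted effect of over 30% in size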
Target sequence (P46063 whole entry, looked up): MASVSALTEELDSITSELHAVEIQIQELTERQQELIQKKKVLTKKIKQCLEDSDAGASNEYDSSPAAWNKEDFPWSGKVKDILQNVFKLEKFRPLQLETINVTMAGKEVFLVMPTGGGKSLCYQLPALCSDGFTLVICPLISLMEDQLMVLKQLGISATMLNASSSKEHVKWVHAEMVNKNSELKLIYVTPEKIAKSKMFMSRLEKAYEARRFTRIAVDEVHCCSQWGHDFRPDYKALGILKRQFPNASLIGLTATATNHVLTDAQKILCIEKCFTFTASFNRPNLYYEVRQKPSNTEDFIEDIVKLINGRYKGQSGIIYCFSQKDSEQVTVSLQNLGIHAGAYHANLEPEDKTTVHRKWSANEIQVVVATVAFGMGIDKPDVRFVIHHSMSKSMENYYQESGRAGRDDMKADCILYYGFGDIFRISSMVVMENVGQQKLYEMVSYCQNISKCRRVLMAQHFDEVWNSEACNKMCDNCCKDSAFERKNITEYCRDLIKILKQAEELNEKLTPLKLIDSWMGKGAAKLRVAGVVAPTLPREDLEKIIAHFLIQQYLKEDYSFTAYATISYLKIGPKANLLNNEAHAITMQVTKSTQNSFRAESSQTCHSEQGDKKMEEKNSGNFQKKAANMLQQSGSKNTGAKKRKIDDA
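50 nM RECQ1T1 preincubated 15 min with compound in Tris pH 8.0 buffer with MgCl2, DTT, Tween-20 and 2.5 ug/ml poly(dI-dC); started with 200 nM TAMRA/BHQ-2 forked duplex and 2 mM ATP. Unwinding read as fluorescence (525/598 nm), two reads 2 h apart.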
* = called active by the depositor; i = inactive; ? = inconclusive; nt = not tested or not shown; & = joins results of further samples; [ ] = dose if it differs, or a comment. Unless noted, calls follow the shape of the dose curve; as a rule, active = well fitted curve in the direction sought with a large enough effect; inconclusive = small, poorly fitted or top-dose-only effect, or another doubt; inactive = no such curve, though single readings can be large; an effect the other way counts as inactive or inconclusive. Potency is read from the fitted curve at half-maximal effect. The list is partial. The share of hits here may be higher or lower than overall.

SMILES	KDM4E inh	GoLoco inh red	LMNA splice mod	ALDH1A1 inh	TRb SRC2 PPI	TR SRC2 fluor cs	SMN2 splice enh	RECQ1 helicase
COC(=O)c1oc2ccc(Br)cc2c1NC(C)=O	-5%	1%	-8%	5%	14%	1%	2%	-36%
Cc1cccc(NC(=O)CCc2ccccc2)c1	1%	-2%	nt	0%	-2%	-1%	nt	-9%
Cc1ccc(OCC(=O)NC2CC(C)(C)NC(C)(C)C2)c(C)c1	-6%	11%	nt	6%	0%	-1%	nt	i
O=C(NCCNC(=O)c1ccc(Br)o1)c1ccc(Br)o1	4%	nt	-6%	?	6%	1%	nt	2%
COc1ccccc1NC(=O)C1=C(C)Nc2nc(-c3ccc(N(C)C)cc3)nn2C1c1ccncc1 (configuration not stated)	-12%	3%	8%	-2%	-1%	-7%	-9%	-10%
O=C1C2CC=C(Cl)CC2C(=O)N1CCC[n+]1ccccc1 (configuration not stated)	3%	6%	-8%[0.0737 µM]	7%	-8%	-2%	4%	-6%
Cc1ccc(C)c(S(=O)(=O)N2CCN(CC(=O)NC(=O)NCc3ccccc3)CC2)c1	-1%	4%	2%	10%	-10%	-1%	-11%	-20%
Cc1[nH]c2ccc(C(=O)N3CCCCC3)cc2c1C	8%	10%	-4%[46 µM]	3%	-9%	0%	13µM*	-4%
CCn1cc(C(=O)NCCCN2CCC(C)CC2)c(=O)c2cc(S(=O)(=O)N3CCCC3)ccc21	6%	18%	11%	4%	-1%	0%	-7%	-18%
O=C(NCCc1ccc(Cl)cc1)c1cccs1	6%	-6%	nt	6%	-5%	1%	-8%	-6%
CC(C)c1ccc(N=C(N)N=C(N)N)cc1	17%	9%	1%[46 µM]	19%	-6%	3%	-33%[inhibitor]	-1%
COc1cc(C2NC(=O)NC(O)(C(F)(F)F)C2C(=O)c2cccs2)ccc1O (configuration not stated)	-1%	6%	1%	22µM*	4%	1%	24%	-2%
CCC1CC(/C(C)=N/NC(N)=O)OC1=O (configuration not stated)	5%	11%	nt	-5%	1%	0%	-25%	-10%
CC(C)(C)C(=O)O/N=C(\N)c1c(Cl)cccc1Cl	1%	6%	nt	nt	0%	-1%	nt	i
COC(=O)C1=C(C)N(Cc2ccccc2)[C@]23O[C@](C(=O)OC)(C(=O)N2C1c1ccccc1)C1C(=O)N(c2ccccc2)C(=O)C13 (some centres not stated)	nt	nt	nt	16%&-1%[13.5 µM]	1%&-2%[11.2 µM]	0%&-2%[11.2 µM]	nt	-5%&-10%[11.5 µM]
COC(=O)c1ccc(C(=O)Nc2ccc(C(C)C)cc2N)cc1	-5%	8%	-10%[46 µM]	1%	-8%	1%	20%	-1%
CCOc1cc(N2CCOCC2)c(OCC)cc1NC(=O)CSc1ncccn1	-5%	-8%	?	?	-7%	-3%	-22%	17%
O=C(NCc1ccncc1)NC12CC3CC(CC(C3)C1)C2	3%	3%	nt	?	4%	5%	-13%	2%
Fc1ccc(CNc2cnccn2)cc1	?	8%	1%	?	2%	-3%	-7%	-5%
Cc1nc2ccccc2c(=O)n1NC(=O)/C=C/c1ccccc1	-11%	3%	-7%	10%	0%	1%	-21%[1.84 µM]	-6%
COc1cccc(-c2ccc3ncnc(NCc4cnc(C)cn4)c3c2)c1	nt	13%	?	18%	nt	nt	nt	4%
O=C(Cn1cnc2c(oc3ccccc32)c1=O)N1CCCC1	1%	-4%	nt	-1%	-4%	-2%	16%	3%
Cc1ccc(/C=C/C(=O)O)cc1S(=O)(=O)NC1CCS(=O)(=O)C1 (configuration not stated)	7%	1%	6%[46 µM]	7%	0%	-2%	-12%	i
Cc1csc(Nc2ccccc2)[n+]1-c1ccccc1	2%	-2%	16%[46 µM]	6%	6%	-1%	-15%	i
Cc1cc(NC(=O)c2ccccc2O)nc(C)n1	-16%	18%	15%[46 µM]	0%	7%	-4%	-5%	i
CC(=O)c1ccc(NC(=O)CSc2nc(=O)cc(N)n2-c2ccccc2)cc1	3%	14%	29%[46 µM]	-2%	3%	1%	30%	i
Cc1ccc(S(=O)(=O)/C(C#N)=C/c2c(N3CC(C)OC(C)C3)nc3c(C)cccn3c2=O)cc1 (configuration not stated)	1%	31%[activator]	0%	?	5%	2%	-4%	i
CC(=O)c1cccc(NC(=O)c2ccc(C)o2)c1	1%	-10%	-2%[9.22 µM]	6%	3%	-1%	11%	-13%
CCc1cc2c(=O)c(-c3nc(C)cs3)coc2cc1OC(C)C(=O)NCCO (configuration not stated)	?	11%	-3%	2%	5%	0%	-6%	-13%
O=C(NCCCN1CCN(c2ccccc2)CC1)Nc1ccccc1C(F)(F)F	3%	-2%	4%	-1%	7%	-2%	8%	-5%
NNC(=O)Cn1c(-c2ccccc2)cc(=O)n2ncnc12	11%	6%	nt	nt	3%	-3%	nt	-8%
CC1(C)[C@H]2CC[C@]1(C)[C@@H](OC(=O)C[N+]1(C)CCOCC1)C2	-4%	-4%	nt	4%	-8%	0%	nt	-12%
O=C(Oc1ccc(-c2nc(-c3ccccn3)no2)cc1)c1ccccc1	8%	6%	1%	0%	-7%	-2%	?	-2%
Nc1nc(-c2cccs2)c(NC(=O)c2ccccc2)s1	-5%	1%	3%	20µM*	-7%	0%	-8%	-6%
CC(C)CN(C(=O)COC(=O)c1ccccc1SCC(=O)NC1CCCCCC1)C1CCS(=O)(=O)C1 (configuration not stated)	5%	3%	-5%	-8%	-1%	-2%	-10%	-4%
CCC(C)N1C(=O)C2C(C(=O)Nc3cccc(OC)c3)C3C=CC2(O3)C1C(=O)NC1CCCCC1C (configuration not stated)	1%	9%	-7%	-6%	-7%	-1%	-1%	i
CCCN1CNc2c(c(=O)[nH]c(=S)n2-c2ccc(Cl)cc2)C1	-7%	-1%	nt	?	3%	-1%	-26%	4%
COc1ccccc1NC(=O)CSc1nc2n[nH]c(C)c2c(=N)n1-c1ccccc1Cl	?	7%	?	0%	1%	-1%	10%	-2%
CN(C(=O)COC(=O)c1ccccc1SCC(=O)NC1CCCCCCC1)C1CCS(=O)(=O)C1 (configuration not stated)	-4%	-6%	1%	?	-4%	0%	-18%	-3%
Cc1cc(=O)oc2c1c(C(F)(F)F)nn2-c1ccccc1	-1%	8%	nt	15%	8%	1%	nt	i
CC(=O)N1CCCc2cc(S(=O)(=O)NC(C(=O)NC(C)c3ccccc3)C(C)C)ccc21 (configuration not stated)	8%	-6%	?	3.2µM*	-8%	-2%	-3%	14%
Cc1occc1C(=O)NCc1ccc(C(=O)O)o1	-5%	1%	0%	-4%	-4%	-1%	1%	i
O=C(CCc1ccccc1)NNC(=O)COc1ccccc1	5%	-4%	7%	-2%	-4%	1%	-24%	-1%
O=C1CC(C(=O)Nc2cccc(F)c2)n2ncnc2N1 (configuration not stated)	2%	2%	nt	-7%	3%	0%	-12%	-8%
CC(=O)NCc1ccc(-c2nc3ccccc3s2)cc1	?	14%	-5%[46 µM]	4%	11%	-2%	14µM*	i
Cc1ccc2oc3c(c(=O)c2c1)C(c1cccc(Br)c1)N(Cc1ccco1)C3=O (configuration not stated)	11%	-5%	-1%	5%	-1%	0%	-6%	i
O=C(/C=C/c1ccco1)NC(=S)Nc1ccc(O)c(-c2nc3ccccc3s2)c1	-14%	11%	-5%	?	-5%	-11%	-5%	-8%
O=C(CSc1nc2ccccc2c(=O)n1CCCN1CCOCC1)N1CCN(c2ccccc2)CC1	2%	7%	-5%[46 µM]	13%	-2%	-1%	-7%	-11%
CNC(=O)c1sccc1SCc1ccc(Cl)cc1Cl	-1%	-5%	-13%	2%	6%	3%	-13%	-10%
CCc1nn(CC(=O)O)c(=O)c2ccccc12	2%	nt	-3%	3%	5%	0%	nt	1%
(continued)
SMILES	KDM4E inh	GoLoco inh red	LMNA splice mod	ALDH1A1 inh	TRb SRC2 PPI	TR SRC2 fluor cs	SMN2 splice enh	RECQ1 helicase
O=C(/C=C/c1ccc(O)c(O)c1)O[C@@H](C(=O)O)[C@@H](OC(=O)/C=C/c1ccc(O)c(O)c1)C(=O)O	nt	-13%	nt	-12%	-3%	-4%	-3%	1%
OC1CCN(c2ncnc3c2nnn3Cc2c(F)cccc2Cl)CC1	-4%	-2%	2%	?	11%	2%	-7%	-2%
O=C(COC(=O)Cc1ccc(-c2ccccc2)cc1)NCc1ccc(F)cc1	8%	1%	10%	-5%	1%	4%	7%	0%
Clc1cccc(-c2nnc(SC/C=C/c3ccccc3)n2Cc2ccco2)c1	-3%	-4%	-6%	-5%	-17%	-2%	-10%	-13%
c1ccc(-c2nnc3sc(-c4csc5c4CCCC5)nn23)cc1	-6%	3%	12%	7.9µM*	-22%	2%	?	-4%
N#CC(C#N)=C1CCc2ccccc2N1	1%	-13%	-10%	?	-5%	-3%	3%	2%
O=S(=O)(c1ccc(N2CCOCC2)cc1)N1CCOCC1	-2%	4%	11%	10%	-10%	-1%	-13%	-4%
COc1cccc2cc(C(=O)N3CCN(C45CC6CC(CC(C6)C4)C5)CC3)c(=O)oc12	-1%	5%	13%	?	14%	2%	-12%	-5%
COc1cc(-c2n[nH]c(=S)n2-c2cc(C(F)(F)F)ccc2Cl)cc(OC)c1OC	-3%	7%	?	6%	-13%	0%	?	-5%
COc1cc(C2Nc3ccc4ncccc4c3C3=C2C(=O)CCC3)ccc1O (configuration not stated)	-27%	-5%	?	10%	2%	-2%	20%	0%

Complete entries from above. Order of values: KDM4E inh | GoLoco inh red | LMNA splice mod | ALDH1A1 inh | TRb SRC2 PPI | TR SRC2 fluor cs | SMN2 splice enh | RECQ1 helicase
`CC(=O)c1ccc(NC(=O)CSc2nc(=O)cc(N)n2-c2ccccc2)cc1` as listed: 3% | 14% | 29%[46 µM] | -2% | 3% | 1% | 30% | i
`COc1cc(-c2n[nH]c(=S)n2-c2cc(C(F)(F)F)ccc2Cl)cc(OC)c1OC` as listed: -3% | 7% | ? | 6% | -13% | 0% | ? | -5%

Screens deposited in PubChem BioAssay by National Center for Advancing Translational Sciences (NCATS).
